CXCR6 block: CXCR6 (human) receptor inhibition. CHO-K1 PathHunter CXCR6 beta-arrestin, luminescence. inhibition, % at 20 µM. 360,000 compounds, 0.36% hits. AID 602244. O00574; in the data active = inhibition above about 34%, passing the limit was not always enough;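 also: antagonist mode with CXCL16 agonist at 10 nM final; 0% = 10 nM CXCL16 with DMSO and 100% = unstimulated wells without agonist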
Target sequence (O00574 whole entry, looked up): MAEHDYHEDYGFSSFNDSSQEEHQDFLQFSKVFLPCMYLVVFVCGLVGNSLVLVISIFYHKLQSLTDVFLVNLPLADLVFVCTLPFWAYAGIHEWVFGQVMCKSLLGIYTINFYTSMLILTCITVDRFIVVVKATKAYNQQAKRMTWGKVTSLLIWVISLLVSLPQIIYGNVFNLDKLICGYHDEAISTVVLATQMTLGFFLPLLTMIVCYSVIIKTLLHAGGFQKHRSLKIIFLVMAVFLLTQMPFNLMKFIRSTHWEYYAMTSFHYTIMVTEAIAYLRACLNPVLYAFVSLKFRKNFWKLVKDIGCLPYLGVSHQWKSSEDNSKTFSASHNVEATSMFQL
Mdm2 MdmX PPI: disrupts the human Mdm2-MdmX interaction. O15151+Q00987. SaOS-2 split-luciferase Mdm2/MdmX complementation, luminescence. 330,000 compounds, 3% hits. inhibition, % at 8 µM;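 active = inhibition of at least 50% at 8 µM in the primary screen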
tim23-1 inh: growth inhibitors of tim23-1 mutant yeast | 330,000 compounds, 1.3% hits | AID 463212 | inhibition, % at 20 µM | S. cerevisiae tim23-1 growth, BacTiter-Glo luminescence, 24 h;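 active = growth inhibition of the mutant yeast at or above 50%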;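 also: temperature-sensitive mutant grown at 25 °C; plate controls were DMSO-treated mutant yeast for no effect and medium wells lacking yeast for full effect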
TIM10 inh: growth inhibitors of TIM10 yeast strain; 330,000 compounds, 1.4% hits; S. cerevisiae TIM10 strain growth, BacTiter-Glo luminescence, 24 h; AID 463195; inhibition, % at 10 µM;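 active = inhibition of 40% or more at the single tested concentration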;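 also: wild-type TIM10 isogenic control strain grown at permissive 25 °C; 0% = DMSO yeast wells and 100% = minimal medium wells without yeast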
UPR CHOP act: apoptotic UPR (CHOP) activation; CHO-CHOP luciferase reporter, luminescence; percent of tunicamycin response over DMSO baseline; 330,000 compounds, 0.34% hits; activation, % at 10 µM; AID 449763;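 active = at 10 µM dose, activation of 40% or more, normalized to positive control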;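 also: 100% = tunicamycin at 10 µg/mL and 0% = DMSO alone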
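measured by = luciferase luminescence | assay system = CHO-CHOP cells, stable luciferase reporter of PERK-eIF2a-CHOP signalling | amount = 500 reporter cells seeded per well | timing = 6 h compound exposure at 37 °C after overnight seeding | controls = positive tunicamycin 10 µg/mL, negative DMSO alone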
XBP1 UPR activ: activators of adaptive arm of unfolded protein response (XBP1); CHO-XBP1 luciferase reporter, IRE1-XBP1 UPR activation, luminescence; percent of tunicamycin response, DMSO as zero; activation, % at 20 µM; AID 463104; 330,000 compounds, 0.33% hits;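 active = versus positive control, 20 µM dose yields 30% or more activation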;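 also: 100% = tunicamycin at 10 µg/mL and 0% = DMSO only wells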
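Signal: luciferase luminescence; Assay system: CHO-XBP1 luciferase reporter cells; Amount: one thousand reporter cells per well; Dosing: 20 µM single concentration, DMSO 1%; Benchmarks: high control tunicamycin 10 µg/mL final, low control DMSO vehicle only; Schedule: 6 h compound exposure at 37 °C, 5% CO2; Evaluation: percent activation relative to tunicamycin reference.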
tim10-1 inh: inhibits growth of tim10-1 mutant yeast. 330,000 compounds, 2.2% hits. S. cerevisiae tim10-1 ts strain growth, BacTiter-Glo, 24 h. AID 463190. inhibition, % at 20 µM;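 active = inhibition of at least 40%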;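 also: mutant grown at 25 °C; 0% = DMSO wells with yeast and 100% = wells holding no yeast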
APJ antag: APJ receptor antagonism; P35414; CHO-K1 APJ beta-arrestin complementation, luminescence; inhibition, % at 20 µM; 330,000 compounds, 0.32% hits; AID 2521;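 active = inhibition above about 40% at 20 µM, limit read from the data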;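 also: cells challenged with 10 nM apelin-13 agonist together with compound; plate controls were apelin-13 plus DMSO wells for no effect and DMSO wells lacking apelin-13 for full effect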
Target sequence (P35414 whole entry, looked up): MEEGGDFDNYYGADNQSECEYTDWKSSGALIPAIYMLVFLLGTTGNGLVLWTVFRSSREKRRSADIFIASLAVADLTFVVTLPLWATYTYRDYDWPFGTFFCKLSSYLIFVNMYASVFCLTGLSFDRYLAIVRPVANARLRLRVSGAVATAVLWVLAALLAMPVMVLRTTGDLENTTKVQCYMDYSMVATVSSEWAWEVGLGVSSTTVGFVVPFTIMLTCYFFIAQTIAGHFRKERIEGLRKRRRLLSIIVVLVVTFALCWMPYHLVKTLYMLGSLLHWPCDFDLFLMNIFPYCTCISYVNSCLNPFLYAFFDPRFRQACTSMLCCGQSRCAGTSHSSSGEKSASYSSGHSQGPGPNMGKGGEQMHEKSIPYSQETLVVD
APJ agonist: agonists of human APJ apelin receptor; 330,000 compounds, 0.11% hits; P35414; CHO-K1 APJ PathHunter beta-arrestin, luminescence; 0% DMSO wells, 100% apelin; activation, % at 20 µM;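 active = activation more than six SD over the plate average, tested at 20 µM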;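 also: 0% = DMSO alone and 100% = apelin-13 at 10 nM; some results filed as inactive read as strong as hits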
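Assay system: CHO-K1 cells stably expressing ProLink-tagged human APJ and arrestin–beta-gal acceptor. Compound dosing: 20 µM single point, 1% DMSO. Times: 16-18 h seeding, 90 min dark compound exposure, 60 min detection. Detection: beta-gal luminescence. Evaluation: APJ–arrestin association signal. Controls: negative DMSO alone, positive Apelin-13 at 10 nM.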
* marks the source's active call; other numbers are inactive results; x = not tested or not shown.

Each structure is followed by: CXCR6 block, Mdm2 MdmX PPI, tim23-1 inh, TIM10 inh, UPR CHOP act, XBP1 UPR activ, tim10-1 inh, APJ antag, APJ agonist
> COc1ccccc1NC(=O)CSCc1cc(=O)n2ccsc2n1
    5, -5, 4, -2, -1.3, -4, -5, 6, -2
> COc1ccc(CC(=O)NCC(c2ccc(OC)cc2)N(C)C)cc1 (stereo unspecified)
    -4, -23, 3, -7, -1.2, 3, 8, 10, -2
> O=C1CC(C(=O)NCc2ccccc2)C2(CCCC2)O1 (stereo unspecified)
    -2, 15, 6, 5, 1.8, 0, -9, 16, 3
> COCCNC(=O)/C(C#N)=C/c1ccc(-c2ccc(S(=O)(=O)N3CCOCC3)cc2)o1
    -4, -6, 18, 11, 3.7, -1, 21, 14, 2
> Cc1ccc(CSc2nnc(NC(=O)C3=COCCO3)s2)cc1
    7, -1, 21, 16, 2.7, -1, 14, 1, -3
> NNc1nc2ccccc2nc1C(F)(F)F
    8, -2, 5, 11, 0.8, -2, 11, 1, -3
> CN(C)C(=O)C12CCC(C)(c3nc4ccccc4nc31)C2(C)C (stereo unspecified)
    6, -18, 20, -4, 0.8, -1, 42*, -4, -4
> O=C(OCc1nnc(-c2ccccc2)o1)c1cc(=O)c2ccccc2o1
    -4, 31, -11, -4, 0.2, 6, -8, 24, -4
> Cc1ccc2[nH]c(O)c(N=NC(N)=S)c2c1
    6, 10, -18, -7, -1.1, 2, -14, 16, -5
> O=C(NC1CCCCC1)C1CCCN1S(=O)(=O)c1ccc(F)cc1 (stereo unspecified)
    0, 25, 0, -11, 1.4, -6, 3, 11, -4
> CN1CCN(C(=O)CN2C(=O)NC(C)(c3ccc4ccccc4c3)C2=O)CC1 (stereo unspecified)
    -4, 6, -3, 5, -2.0, -4, -14, 9, -3
> O=C(NCCc1cccs1)C1CC(c2c(Cl)cccc2Cl)=NO1 (stereo unspecified)
    4, 15, -18, -3, 2.6, 1, 10, -3, 7
> COc1ccccc1NC(=O)CCSc1nc(C)cs1
    0, 6, -2, -1, 0.2, -1, 0, 1, -3
> CCn1c(CCNC(=O)c2ccc(Cl)cc2)n[nH]c1=S
    -4, 4, -19, -2, 0.1, 4, -5, 23, -1
> CN(C(=O)Cn1nnc(-c2cccnc2)n1)C1CCCCC1
    x, -24, 4, 4, -0.8, -2, -10, -8, -1

2 entries from above in another layout:
Structure,CXCR6 block,Mdm2 MdmX PPI,tim23-1 inh,TIM10 inh,UPR CHOP act,XBP1 UPR activ,tim10-1 inh,APJ antag,APJ agonist
Cc1ccc2[nH]c(O)c(N=NC(N)=S)c2c1,6,10,-18,-7,-1.1,2,-14,16,-5
O=C1CC(C(=O)NCc2ccccc2)C2(CCCC2)O1 (stereo unspecified),-2,15,6,5,1.8,0,-9,16,3

Other entries.
Each structure is followed by: CXCR6 block, Mdm2 MdmX PPI, tim23-1 inh, TIM10 inh, UPR CHOP act, XBP1 UPR activ, tim10-1 inh, APJ antag, APJ agonist
> c1ccc(Nc2nn[nH]n2)cc1
    1, 4, 13, 13, -2.6, -1, 6, -9, -6
> CCc1ccc(C(=O)C(C)OC(=O)c2nc3nc(C)cc(C)n3n2)cc1 (stereo unspecified)
    -8, 0, -13, -2, -0.9, -3, -16, 9, 8
> O=c1c2ccccc2ncn1Cc1ccccc1
    8, 20, 20, 17, 1.5, -2, 5, 23, 0
> CCNC(=S)N1CCc2cc(OC)c(OC)cc2C1COc1ccccc1OC (stereo unspecified)
    -2, -2, 14, -22, -1.9, 4, 15, 6, -6
> COc1ccc(NC(=O)c2cc(-c3cc(OC)c(OC)c(OC)c3)nc3ccccc23)cc1OC
    -3, 42, 24, 12, 5.4, 9, 27, 5, 3
> O=C(CSc1nnc(CNC(=O)c2ccccc2F)o1)NCC1CCCO1 (stereo unspecified)
    2, -15, 5, 0, 0.1, -1, 10, 13, 1
> COc1ccccc1/C=N/Nc1cc(N(C)C)nc(N(C)C)n1
    4, -25, 20, 19, -2.1, -1, 40, 4, -3
> CCCCNC(=O)N1CCc2[nH]c3ccccc3c2C1
    2, 2, -1, 12, -0.6, -1, -7, -2, -2
> Cc1ccc2oc(C(=O)Nc3nnc(CC(C)C)s3)c(C)c2c1
    5, 5, 13, -6, 0.8, 4, -13, -59, -3
> O=C(Cn1c(-c2cncs2)nc2ccccc21)NC1CCCC1
    1, -14, 3, 13, -1.3, 0, -3, 4, 1
> COc1ccccc1NC(=O)C1CCN(S(=O)(=O)c2ccc3c(c2)NC(=O)CO3)CC1
    1, 11, -1, 0, 1.0, -2, -21, -4, 6
> O=C1CN=C(Nc2ccccc2)N1Cc1cccs1
    0, 15, 2, -2, -2.7, 1, 20, 8, 4
> CCOC(=O)Cc1c(C)nc2c(-c3ccc(Cl)cc3)c(C)[nH]n2c1=O
    7, 37, 17, -2, -1.5, -2, -2, -3, -6
> Cc1cccc(C)c1NS(=O)(=O)c1ccc(F)cc1
    -10, 5, 32, 24, 0.3, -2, 24, 16, -5
> O=C(CCCCCCCCCCC(=O)NCc1cccnc1)NCc1cccnc1
    -1, 11, 8, 8, -0.8, -2, 4, 13, 0
> COC(=O)CSC1=C(C#N)C(c2ccc(C)o2)CC(=O)N1 (stereo unspecified)
    2, 58*, 18, 9, 2.2, -3, 13, 2, -2
> COc1cccc(C(C#N)N2CCCCC2)c1O (stereo unspecified)
    5, -27, 14, 3, 2.6, 0, 8, -20, 0
> C=C(C)Cc1c(C)nc(-c2ccccc2)[nH]c1=O
    0, 6, 3, -12, 2.1, -1, -7, -4, -1
> O=C(Nc1ccc(-c2nc3cc(Cl)ccc3c(=O)o2)cc1)c1ccco1
    -1, 4, 9, 1, 0.7, 0, -7, -11, -1
> COc1ccc(/C=C2\CCCC3C2=NC(=S)NC3c2ccc(OC)cc2)cc1 (stereo unspecified)
    -2, 32, 50, 24, 0.8, -2, 46*, 12, 1
> O=C(Cc1ncc(C(F)(F)F)cc1Cl)N1CCN(c2ccc(F)cc2)CC1
    -2, -2, 22, 5, -0.1, -1, 18, 8, 1
> O=C1CCc2cc(S(=O)(=O)Nc3ccc(C(F)(F)F)cc3)cc3c2N1CC3
    -3, 15, 1, -5, -1.2, -2, 4, -28, -4
> CCCCC(=O)OCc1cn(-c2ccc(Cl)cc2)nn1
    -8, 9, 5, 8, -1.6, 2, 13, 5, 1
> COc1cccc(/C=C2/Oc3ccccc3N(CC(=O)NCC3CCCO3)C2=O)c1 (stereo unspecified)
    -18, 23, 15, 12, 2.4, 1, 32, 6, -1
> COc1ccc(S(=O)(=O)Cc2ccc(C(=O)NC3CCCCCC3)o2)cc1
    -5, 15, 22, -2, 1.8, -1, 22, -19, -2
> COc1ccccc1N1CCN(C(=O)C2CCCN(S(=O)(=O)c3ccc4c(c3)CCCN4C(C)=O)C2)CC1 (stereo unspecified)
    -14, 28, -5, -8, 1.4, -4, 9, 2, 5
> CCn1c(=O)c(C(=O)Nc2ncccc2C)c(O)c2ccccc21
    -10, 42, -30, 12, 0.9, 1, 6, 8, -2
> C=C(C)CN(CC)Cc1c(C(=O)N(C)CCCC)nc2ccccn12
    7, 14, 14, 7, -3.0, -3, 6, 13, -4
> COc1ccc(CNC(=O)COC(=O)c2ccc(OCc3c(C)noc3C)cc2)cc1OC
    2, 14, -2, -18, -1.3, -4, -2, -10, -1
> COc1ccc2nc(C)c(C(=O)NN)cc2c1
    -15, -2, 22, 11, -0.2, 0, 3, 3, 6
> N#Cc1nc(COc2ccccc2F)oc1N1CCCCCC1
    4, -13, 19, -2, 3.0, 2, 18, -3, 0
> COc1cc(/C=C2\SC(=Nc3ccccc3)N(CCc3c[nH]c4ccccc34)C2=O)ccc1OC(C)C(=O)O (stereo unspecified)
    10, 21, 16, 15, -2.0, -1, 38, -6, 0
> Cc1cc(NC(C)C)n2c(nc3ccccc32)c1C#N
    -2, -12, 0, 13, 0.7, 0, 13, -15, 4

Grouped by structure, the entries above containing an NH in an aromatic ring
Each structure is followed by: CXCR6 block, Mdm2 MdmX PPI, tim23-1 inh, TIM10 inh, UPR CHOP act, XBP1 UPR activ, tim10-1 inh, APJ antag, APJ agonist
> Cc1ccc2[nH]c(O)c(N=NC(N)=S)c2c1
    6, 10, -18, -7, -1.1, 2, -14, 16, -5
> CCn1c(CCNC(=O)c2ccc(Cl)cc2)n[nH]c1=S
    -4, 4, -19, -2, 0.1, 4, -5, 23, -1
> c1ccc(Nc2nn[nH]n2)cc1
    1, 4, 13, 13, -2.6, -1, 6, -9, -6
> CCCCNC(=O)N1CCc2[nH]c3ccccc3c2C1
    2, 2, -1, 12, -0.6, -1, -7, -2, -2
> CCOC(=O)Cc1c(C)nc2c(-c3ccc(Cl)cc3)c(C)[nH]n2c1=O
    7, 37, 17, -2, -1.5, -2, -2, -3, -6
> C=C(C)Cc1c(C)nc(-c2ccccc2)[nH]c1=O
    0, 6, 3, -12, 2.1, -1, -7, -4, -1
> COc1cc(/C=C2\SC(=Nc3ccccc3)N(CCc3c[nH]c4ccccc34)C2=O)ccc1OC(C)C(=O)O (stereo unspecified)
    10, 21, 16, 15, -2.0, -1, 38, -6, 0

Assay outcomes from PubChem.

An excerpt. The share of hits here may be higher or lower than overall.
